USP17 inh: inhibitors of human USP17 deubiquitinase | 47,000 tested, 6.5% active | AID 1645855, 2021 | Ubiquitin carboxyl-terminal hydrolase 17-like protein 5 (Homo sapiens), A8MUK1 | inhibition, % at 50 µM | purified USP17, Ub-rhodamine cleavage fluorescence, 3 h
USP28 block: inhibitors of human USP28 deubiquitinase | 47,000 tested, 3% active | AID 1645857, 2021 | purified USP28, Ub-rhodamine cleavage fluorescence, 30 min | Ubiquitin carboxyl-terminal hydrolase 28 (Homo sapiens), Q96RU2 | inhibition, % at 25 µM
UCHL1 inh: inhibitors of human UCHL1 deubiquitinase; purified UCHL1, Ub-rhodamine cleavage fluorescence; inhibition, % at 20 µM; 47,000 tested, 0.2% active
USP30 inh: inhibitors of human USP30 deubiquitinase | purified USP30, Ub-rhodamine cleavage fluorescence | Ubiquitin carboxyl-terminal hydrolase 30 (Homo sapiens), Q70CQ3 | inhibition, % at 25 µM | 47,000 tested, 5.3% active
Target sequence (Q70CQ3 whole entry, looked up): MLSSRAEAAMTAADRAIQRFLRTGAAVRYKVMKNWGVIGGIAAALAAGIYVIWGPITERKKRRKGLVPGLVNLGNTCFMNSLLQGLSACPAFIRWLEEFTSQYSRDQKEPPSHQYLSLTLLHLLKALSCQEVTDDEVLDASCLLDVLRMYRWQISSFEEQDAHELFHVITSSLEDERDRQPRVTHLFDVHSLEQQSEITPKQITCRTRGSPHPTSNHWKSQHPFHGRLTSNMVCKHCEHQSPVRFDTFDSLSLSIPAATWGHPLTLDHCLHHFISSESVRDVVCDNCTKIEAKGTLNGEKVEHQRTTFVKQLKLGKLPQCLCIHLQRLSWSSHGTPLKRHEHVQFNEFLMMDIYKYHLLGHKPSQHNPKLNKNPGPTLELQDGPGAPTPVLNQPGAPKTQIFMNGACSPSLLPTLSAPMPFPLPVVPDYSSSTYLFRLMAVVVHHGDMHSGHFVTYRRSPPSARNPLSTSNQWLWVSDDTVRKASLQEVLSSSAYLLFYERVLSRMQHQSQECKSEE
USP7 block: inhibitors of human USP7 deubiquitinase | 47,000 tested, 0.3% active | Ubiquitin carboxyl-terminal hydrolase 7 (Homo sapiens), Q93009 | purified USP7, Ub-rhodamine cleavage fluorescence | inhibition, % at 20 µM | AID 1645854, 2021
USP8 block: inhibitors of human USP8 deubiquitinase; Ubiquitin carboxyl-terminal hydrolase 8 (Homo sapiens), P40818; purified USP8, Ub-rhodamine cleavage fluorescence, 30 min; inhibition, % at 20 µM; 47,000 tested, 4.2% active; AID 1645853, 2021
USP10 inh: inhibitors of human USP10 deubiquitinase; Ubiquitin carboxyl-terminal hydrolase 10 (Homo sapiens), Q14694; purified USP10, Ub-rhodamine fluorescence, 60 min; inhibition, % at 20 µM; 47,000 tested, 1.1% active
OTUD3 block: inhibitors of human OTUD3 deubiquitinase | purified OTUD3, Ub-rhodamine fluorescence, 2 h | inhibition, % at 25 µM | 47,000 tested, 0.7% active
Target sequence (Q5T2D3 whole entry, looked up): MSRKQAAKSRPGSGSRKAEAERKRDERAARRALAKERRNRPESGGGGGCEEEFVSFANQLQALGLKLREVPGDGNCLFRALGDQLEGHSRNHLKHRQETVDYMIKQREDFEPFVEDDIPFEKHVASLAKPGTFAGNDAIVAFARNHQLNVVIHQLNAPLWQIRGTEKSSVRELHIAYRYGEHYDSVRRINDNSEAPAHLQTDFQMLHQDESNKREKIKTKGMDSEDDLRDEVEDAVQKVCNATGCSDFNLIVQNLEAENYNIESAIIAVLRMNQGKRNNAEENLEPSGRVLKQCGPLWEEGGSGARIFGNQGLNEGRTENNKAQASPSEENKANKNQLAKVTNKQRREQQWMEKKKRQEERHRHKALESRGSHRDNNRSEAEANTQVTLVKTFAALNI
Numbers without * were called inactive; nt = not tested or not shown. Cut-off read from the data, not from the text of the source: active = inhibition above about 30%; inactive = the rest.

USP8 block	OTUD3 block	USP10 inh	UCHL1 inh	USP7 block	USP28 block	USP17 inh	USP30 inh	smiles
-8	-21	-6	-11	-8	-20	-25	-78	FC(F)(F)c1ccc(CNC2CCN(CCc3cccs3)CC2)cn1
-23	3	1	1	0	-9	-2	3	COc1ccc(-c2noc(CCC(=O)N3CCCC3)n2)cc1
-4	-3	-1	-2	-15	-4	-6	-11	CC1CC1c1nnc(C2(c3ccc(F)cc3)CCOCC2)o1 (stereo not given)
-243	7	-7	-4	-2	14	-1	16	Cc1cccc(-n2c(=O)[nH]c3c(C(N)=O)nc(-c4ccccn4)nc32)c1
-22	6	-6	-18	-9	nt	-20	nt	Cc1ccc(-n2c(C)cc(/C=C3\C(=N)N4N=C(COc5ccccc5)SC4=NC3=O)c2C)cc1
12	7	2	6	-14	6	-21	-56	O=C(O)c1cccc(-c2ccc(CNC3CCCCC3)o2)c1
7	19	11	4	10	14	4	44*	CCc1cc(=O)oc2cc(OCC(=O)NC(c3ccccc3)c3ccccc3)ccc12
55*	-11	-11	-3	5	-10	54*	-27	Cc1ccc2nc(-c3cccc(-c4nc5ccc(C)cc5[nH]4)n3)[nH]c2c1
1	19	0	0	2	18	13	21	O=C(Nc1cnccc1C(F)(F)F)NC1CCCCC1
0	3	24	1	5	0	-9	0	O=C(NCCc1ccccc1)c1ccc2c(=O)n(CCC3=CCCCC3)c(=O)[nH]c2c1
40*	-4	19	1	9	24	28	2	Cn1c(=O)c(-c2ccc(C(=O)NCc3ccc4c(c3)OCO4)cc2)nc2cccnc21
-28	-9	-4	-6	-2	-7	-19	-25	O=C(NCc1ccncc1)C1CN(C(=O)c2cc(F)ccc2F)CC12CCOCC2 (stereo not given)
1	0	2	1	6	10	2	7	Cc1cc(N2CCCC2)nc(Nc2ccc(NC(=O)C3CCCO3)cc2)n1 (stereo not given)
3	10	0	5	8	-1	17	6	Cn1ccc2ccn(CC(=O)NC3CCCC3)c(=O)c21
12	10	1	1	0	4	5	13	CC(=O)N1CCc2cc(S(=O)(=O)NCCC(=O)N3CCN(c4ccccc4F)CC3)ccc21
0	0	0	0	0	0	-1	5	CC(=O)N1CCCC(c2nc(C)cc(Nc3cccc(C)n3)n2)C1 (stereo not given)
4	0	-2	-4	3	0	-3	5	CC(=O)Nc1ccc(S(=O)(=O)Nc2cccc(S(=O)(=O)N3CCOCC3)c2)cc1
-2	-1	2	-1	-26	40*	1	12	Cc1ccc(-c2cc3nccc(C4CCCNC4)n3n2)cc1 (stereo not given)
-18	-5	-6	-4	1	-6	nt	-91	Cc1ccc2[nH]c(=O)c(CN(Cc3ccco3)S(=O)(=O)c3ccccc3)cc2c1
-238	0	-2	1	-1	-7	-46	1	N#Cc1ccc(C(=O)Nc2nnc3ccccn23)cc1
1	21	2	1	1	8	8	18	COCC(=O)N1CCc2c([nH]c3ccccc23)C1c1cccnc1 (stereo not given)
-19	0	6	0	2	-3	0	-1	Cc1ccc(CNS(=O)(=O)c2ccc3c(c2)NC(=O)CCS3)cc1
14	12	2	2	4	9	2	13	CN1CCN(c2nc3c(c(=O)[nH]2)CCN(Cc2ccccc2F)CC3)CC1
7	23	23	6	17	24	44*	10	COc1c(C(O)CC(C)C)ccc(Oc2c(O)cc(C)cc2C=O)c1C(=O)O (stereo not given)
-1	12	0	0	1	3	-4	-10	O=C(CSc1cnc2ccccc2n1)NCc1ccc2c(c1)OCO2

More structures
USP8 block	OTUD3 block	USP10 inh	UCHL1 inh	USP7 block	USP28 block	USP17 inh	USP30 inh	smiles
-42	-16	-4	-4	1	-13	-16	-37	COc1ccc(S(=O)(=O)N2CC(c3nc4ccc(C)cc4[nH]3)C2)cc1C
-1	2	0	-3	-7	-2	-3	-8	Cc1ccc(C(=O)N2CCOC(c3ccccc3)C2)cc1C (stereo not given)
2	21	1	0	2	-10	5	31*	COc1ccc(CNC(=O)CNc2cc(C)nc3nc(-c4cccnc4)nn23)cc1
0	-6	2	1	-8	-4	2	2	Cc1ccc(NC(=O)c2cn(Cc3ccccc3)nc2-c2cccnc2)c(C)c1
22	7	-7	-3	0	6	3	-8	O=C(c1ccn[nH]1)N1CCc2c(nc(N3CCCCC3)[nH]c2=O)C1
-3	8	-10	-6	-6	-3	2	-53	CCCCn1c(=O)c(CCC(=O)OCC(=O)Nc2ccc(F)c(Cl)c2)nc2ccccc21
-4	1	-1	0	2	5	8	10	CN(C)c1cnc(CC2CCCN(C(=O)c3ccnnc3)CC2)cn1 (stereo not given)
9	6	2	1	0	6	6	5	CC(=O)N1Cc2cc(C)ccc2OC2(CCCN(Cc3ccccn3)C2)C1 (stereo not given)
-2	-4	1	-1	0	-4	-12	9	C=C1C(=O)[C@@]23C(CC[C@@H]1[C@H]2O)[C@@]12CO[C@@]3(O)[C@@H](O)[C@@H]1C(C)(C)CC[C@@H]2O (stereo not given in full)
-5	-8	-3	-2	-17	-7	-4	-14	Cc1cccc(NC(=O)N2CCCC2c2cccs2)c1C (stereo not given)
-200	-3	7	-1	4	4	51*	30	CC1=C(c2ccc(C)c(C)c2)S(=O)(=O)NC1=NCC(=O)NCCCc1ccccc1
-4	5	4	5	nt	7	77*	35*	COCCCn1c(C(=O)Nc2ccccc2OC)cc2c(=O)n3ccccc3nc21
-78	12	0	1	-41	5	-2	12	O=C(c1ccc([N+](=O)[O-])cc1)N(CC1CCCO1)C1CCSC1 (stereo not given)
-26	-3	-5	-1	-2	-1	1	-10	c1cc2cc(CN3CCN(c4cnn5c(C6CC6)nnc5c4)CC3)ccc2[nH]1
-1	1	1	2	-1	2	-17	6	CCCn1c(=O)[nH]c2c(C(N)=O)nc(-c3ccccn3)nc21
0	-16	-3	-3	-1	-5	-18	-13	Cc1nnc(NCc2ccccc2Cl)[nH]c1=O
-23	-6	-2	-3	-1	-7	-17	-18	COc1ccc(F)cc1S(=O)(=O)NCc1cnn2ccccc12
-8	-6	-3	-2	0	-3	-2	-20	CC(C)c1cc(C(=O)N2CCN(C(=O)C3CC3)CC2)c2cnn(C(C)C)c2n1
-1	0	-1	-2	-1	2	3	-12	Cc1c(C(=O)N2CCCC2)cnn1-c1cc(-c2nc(C3CC3)no2)ccn1
4	-1	-3	1	-4	-1	2	-17	O=C(NCc1ccccc1F)C1CCc2nc(N3CCCCC3)ncc2C1 (stereo not given)
5	-3	1	5	7	-2	4	-1	COc1ccccc1NC(=O)C1=C(C)Nc2nc3ccccc3n2C1c1cccc(C)c1 (stereo not given)
-2	-1	0	0	-5	nt	-14	nt	Clc1cccc(CN2CC(c3nc(-c4cccnc4)no3)C2)c1
-6	4	0	1	1	2	1	25	Cc1noc2nc(C)n(CC(=O)NCc3ccc4c(c3)OCO4)c(=O)c12
3	-10	-2	-1	-1	-9	3	-10	CCn1ncc(-c2ccn(-c3ccc(N)cc3)n2)c1C
10	16	1	3	5	7	0	17	Cn1cc(-c2cnc3sc(NCCc4ccccn4)nn23)cn1

Whole records as entered above. Order of values: USP8 block, OTUD3 block, USP10 inh, UCHL1 inh, USP7 block, USP28 block, USP17 inh, USP30 inh
Results for Cc1ccc(C(=O)N2CCOC(c3ccccc3)C2)cc1C (stereo not given) → -1, 2, 0, -3, -7, -2, -3, -8
Results for COc1ccc(F)cc1S(=O)(=O)NCc1cnn2ccccc12 → -23, -6, -2, -3, -1, -7, -17, -18
Results for CC(=O)N1Cc2cc(C)ccc2OC2(CCCN(Cc3ccccn3)C2)C1 (stereo not given) → 9, 6, 2, 1, 0, 6, 6, 5

Next section
USP8 block	OTUD3 block	USP10 inh	UCHL1 inh	USP7 block	USP28 block	USP17 inh	USP30 inh	smiles
-4	-1	0	-4	0	2	-14	-7	CN1C[C@@]23CN(C(=O)NC4CCCC4)C[C@@H](C[C@@H]2S1(=O)=O)O3
-5	-6	-2	-1	1	-4	-3	-6	COc1c(C)c2c(c(O)c1C/C=C(\C)CCC(=O)O)C(=O)OC2
-4	1	-1	0	-12	nt	8	nt	O=C(c1cc2cc(Cl)ccc2o1)N1CCC1
4	5	0	1	4	1	0	1	COc1ncnc2scc(C)c12
18	14	-1	1	7	15	8	27	CN(C(=O)CSc1nnc(-c2cccnc2)o1)c1ccc(F)cc1
2	12	-1	6	-9	6	3	14	Cc1sc2nc(C(C)C)n(C3CCN(CC(=O)NC4CC4)CC3)c(=O)c2c1C
-2	18	6	3	4	10	55*	6	COc1ccc(-c2cc3c(=O)n(CC(=O)Nc4ccccc4Cl)ccn3n2)cc1
9	0	-4	0	-4	7	-1	-15	Cc1cc(-c2cncnc2C2CCN(C(=O)CCc3ccco3)CC2)on1
4	0	-7	-4	-9	-13	10	-27	Cc1nc(-c2noc(-c3cccnc3)n2)cn1CC(=O)N1CCN(c2ccccc2F)CC1
0	0	-2	3	-15	-1	-16	-8	Cc1nn(Cc2ccccc2)c2sc(C(=O)N3c4ccccc4CC3C)cc12 (stereo not given)
11	6	-8	1	3	14	nt	21	Cc1ccccc1CNC(=O)c1nc(N2CCCCC2)c2cn(C)nc2n1
-19	-1	3	1	5	-1	22	0	CCOC(=O)C1=C(C)Nc2nc(-c3ccccc3)nn2C1c1cccc([N+](=O)[O-])c1 (stereo not given)
-15	-11	-3	-4	-4	-24	-9	-2	CCOc1ccc(S(=O)(=O)N2CCC(C(=O)Nc3ccc(N4CCOCC4)cc3)CC2)cc1
-228	2	-7	-1	-18	7	-42	-8	Cc1sc(-c2ccccn2)nc1OC(=O)c1cccc(C(F)(F)F)c1
-55	0	0	1	-4	0	-4	-10	CNc1cccc(C2CN(C(=O)c3ccc(OC)c(F)c3)CCO2)n1 (stereo not given)
11	14	2	3	0	22	1	9	O=C(CCc1nc(CSc2n[nH]c(-c3ccccc3)n2)no1)Nc1ccc(F)cc1F
4	-4	1	-1	3	nt	-10	nt	N#Cc1cc(-c2ccc(Cl)cc2)cnc1Sc1ccc(F)cc1
13	-7	-3	0	-4	-13	-11	-62	Cc1nc(-c2cncc(Br)c2)cc(N2CCC3(CC2)OCCO3)n1
-12	-15	-1	-1	-5	-7	-14	-35	CCSc1ccc(CC(=O)Nc2sccc2C(N)=O)cc1
51*	0	10	-5	6	0	-1	0	Cc1nn(-c2nc3ccccc3[nH]2)c2c1C(c1ccccc1Cl)CC(=O)N2 (stereo not given)
15	21	9	7	10	14	nt	29	Cc1cc(C)c(NS(=O)(=O)c2ccc(NC(=O)COc3ccccc3C)cc2)c(C)c1
-3	-9	0	-3	-1	-16	-2	3	CN1C(=O)OC(C)(C)C1=O
3	2	-12	-8	-11	20	28	22	Cc1ccc2c(Nc3ccc(F)cc3)c(-c3nc(C)no3)cnc2n1
-10	-1	2	-1	3	-11	-2	3	Cc1ccccc1OCC(=O)Nc1c(C)nc2scc(C)n2c1=O
-6	4	0	0	-6	9	-4	7	COc1cc2[nH]c(=O)n(CCCC(=O)N3CCN(c4ccccn4)CC3)c(=O)c2cc1OC

(continued)
USP8 block	OTUD3 block	USP10 inh	UCHL1 inh	USP7 block	USP28 block	USP17 inh	USP30 inh	smiles
13	4	-2	3	-1	3	1	13	Cc1ccc(S(=O)(=O)N=C(Nc2ccccn2)c2ccccc2)cc1
-24	-18	-14	-3	-3	-15	nt	-60	COc1ccc(CNC(=O)[C@H](CCSC)NC(=O)[C@@H]2Cc3c([nH]c4ccccc34)C3c4ccccc4C(=O)N32)cc1 (stereo not given in full)
11	10	-2	5	-4	19	10	19	O=C1COc2ccc(Cl)cc2CN1Cc1ccccc1F
10	9	0	-1	2	3	7	20	N#CC1(NC(=O)COc2cccc(-n3cnnn3)c2)CCCC1
-16	9	-2	0	2	10	0	4	COc1ccc(CN2C[C@@H](N(C)C)[C@H](c3cn(C)c4ccccc34)C2)cc1CO
-5	-43	-1	-1	0	-47	-28	-302	Cc1ccccc1N1C(=O)c2ccc(-c3ccco3)n2CC1(C)C(=O)NC1CCCC1 (stereo not given)
0	3	1	-1	-1	0	nt	5	O=C(NCc1ccncc1)c1ccc2ccccc2n1
7	14	2	2	-7	13	12	-3	CC(=O)Nc1cc(-c2ccc(Cl)cc2)nn(CC(=O)N2CCc3ccccc32)c1=O

Rewritten as labelled records: part of the list above.
> O=C1COc2ccc(Cl)cc2CN1Cc1ccccc1F
  USP8 block = 11
  OTUD3 block = 10
  USP10 inh = -2
  UCHL1 inh = 5
  USP7 block = -4
  USP28 block = 19
  USP17 inh = 10
  USP30 inh = 19
> N#CC1(NC(=O)COc2cccc(-n3cnnn3)c2)CCCC1
  USP8 block = 10
  OTUD3 block = 9
  USP10 inh = 0
  UCHL1 inh = -1
  USP7 block = 2
  USP28 block = 3
  USP17 inh = 7
  USP30 inh = 20
> COc1ccc(CN2C[C@@H](N(C)C)[C@H](c3cn(C)c4ccccc34)C2)cc1CO
  USP8 block = -16
  OTUD3 block = 9
  USP10 inh = -2
  UCHL1 inh = 0
  USP7 block = 2
  USP28 block = 10
  USP17 inh = 0
  USP30 inh = 4

Source: PubChem (Dana-Farber Cancer Institute and Novartis Institutes for BioMedical Research (Cambridge, Mass))
